Bioassay records: PubChem, several laboratories
RSV antiviral HEp-2: RSV antiviral activity via CPE protection, HEp-2 cells, primary 10 µM value included (AID 2391); 0.13% of 310,000 active; HEp-2 cells, RSV-induced CPE inhibition; higher % means a stronger effect; one-dose CPE inhibition, % at 10 µM; IC50 in µM for titrated hits; in the data active = a potency from the dose series; inconclusive = CPE inhibition mostly from about 23% at the one dose, without a potency; inactive = the rest, 99 in 100 with CPE inhibition below about 21%; note: strong numbers were not always called active
UTI89 phage lysis: inhibition of K1F phage lysis, E. coli UTI89, bacterial capsule biogenesis inhibitors, alamar blue (AID 488966); inhibition, % at 100 µM; hits with a dose series show IC50 in µM; 0.02% of 340,000 active; E. coli UTI89 K1F phage lysis, alamar blue, 2 h; higher % means a stronger effect;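 active = phage lysis inhibition, versus mean bacterial control, above a set limit; inconclusive = no clear call, values can overlap the other calls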;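 note: capsule biogenesis inhibitors block K1F phage lysis so surviving cells raise fluorescence; higher fluorescence means more inhibition of phage lysis; actives were called in the ten point dose series up to 300 µM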
human PMI inhibition: inhibitors of human PMI, primary screen, biochemical, fluorescence intensity, coupled assay (AID 1209); Mannose-6-phosphate isomerase (Homo sapiens); purified PMI enzyme, coupled fluorescence intensity; higher % means a stronger effect; inhibition, % at 20 µM; hits with a dose series show IC50 in µM; 0.42% of 190,000 active;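 note: plate controls were DMSO vehicle for no effect and wells lacking substrate for full effect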
TNAP activators: human TNAP enzyme activators, primary screen, biochemical, luminescent, no phosphate acceptor, uHTS (AID 1001). purified TNAP, luminescent activation assay, no phosphate acceptor; higher activation fold means a stronger effect. 0.03% of 200,000 active. activation fold at 20 µM, or EC50 in µM where a hit was titrated. Alkaline phosphatase, tissue-nonspecific isozyme (Homo sapiens); in the data active = activation fold from about 3, or a potency from the dose series; inactive = the rest, 99 in 100 with activation fold below about 1.6; note: many of its hits are not listed in these tables
PMI inhibition: human PMI inhibitors, high substrate, primary screen, biochemical, fluorescence intensity, high mannose 6-phosphate (AID 1220) | 0.66% of 190,000 active | recombinant PMI enzyme, coupled fluorescence intensity; higher % means a stronger effect | inhibition, % at 20 µM; hits with a dose series show IC50 in µM | Mannose-6-phosphate isomerase (Homo sapiens)
West Nile virus CPE: West Nile virus antiviral activity, cell-based, CPE readout (AID 1621); West Nile virus-infected cells, CPE inhibition; higher % means a stronger effect; CPE inhibition, % at 10 µM, or IC50 in µM where a hit was titrated; 0.02% of 290,000 active; in the data active = a potency from the dose series; inconclusive = CPE inhibition mostly from about 3.7% at the one dose, without a potency; inactive = the rest, 99 in 100 with CPE inhibition below about 2.2%; note: strong numbers were not always called active
T cell HTS: modulators of CD8 T cell-vesicle binding, primary screen, mouse 2C CD8+ T cells, flow cytometry; AID 2052, 2009; 2C CD8+ T cell-vesicle binding; active compounds read low; calls only at 7 µM; 0.068% of 330,000 active;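 active = response, share of CD8 T cells binding vesicles, and their 90th percentile fluorescence all below set limits, cut at about 80% in these data, passing the limit was not always enough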
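Test system: purified 2C TCR transgenic mouse naive CD8+ T cells. Probe or stimulus: QL9-peptide-loaded Drosophila micro-vesicles bearing Ld, ICAM-1 and B7-1. Incubation: binding step 1.5 h, 37 °C, antibody labelling 20 min, ice. Measured by: flow cytometry of vesicle-bound cells.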
P. falciparum M17LAP: P. falciparum M17LAP inhibitors, primary screen, biochemical, fluorogenic H-Leu-NHMec substrate, 1536-well (AID 1619). Leucine aminopeptidase (Plasmodium falciparum (isolate 3D7)). recombinant M17LAP, H-Leu-NHMec fluorogenic kinetic assay; higher % means a stronger effect. inhibition, % at 30 µM, or IC50 in µM where a hit was titrated. 0.38% of 220,000 active;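 active = compound inhibiting the enzyme by more than half at any dose during confirmatory dose-response retesting; inconclusive = strong single-dose inhibitors picked by rank but not retested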;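 note: plate controls were full reaction with DMSO carrier for no effect and no enzyme background for full effect; strong numbers were not always called active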
M1AAP inhibition: P. falciparum M1AAP inhibitors, biochemical, fluorogenic H-Leu-NHMec substrate, 1536-well (AID 1445); 0.42% of 220,000 active; Aminopeptidase N (Plasmodium falciparum (isolate 3D7)); one-dose inhibition, % at 30 µM; IC50 in µM for titrated hits; recombinant M1AAP, H-Leu-NHMec fluorogenic kinetic assay; higher % means a stronger effect;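 active = primary inhibition above the hit cutoff, then over 50% inhibition at one or more dose response concentrations, cut at about 23% in these data, passing the limit was not always enough; inconclusive = conflicting primary data, or primary hits not chosen for dose response; inactive = low primary inhibition, or under 50% at every dose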;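 note: plate controls were DMSO full reaction for no effect and no enzyme background for full effect; strong numbers were not always called active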
T cell HTS vesicle-bound %: recorded beside T cell HTS, whose call it bears; double positive events, %; measured here: CD8+ vesicle-bound cell fraction;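 binding gate set so that unloaded-vesicle control wells show 10% double positive cells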
* hit, by the source's call; i = inactive; ? = inconclusive; · = not tested or not shown; & = joins results of further samples; [ ] = another dose, or the depositor's remark. Cut-off read from the data, not from the text of the source, unless noted: active = inhibition above about 50%; inactive = the rest.

SMILES | RSV antiviral HEp-2 | UTI89 phage lysis | human PMI inhibition | TNAP activators | PMI inhibition | West Nile virus CPE | T cell HTS | T cell HTS vesicle-bound % | P. falciparum M17LAP | M1AAP inhibition
O=C(N/N=C/c1cc(Cl)ccc1O)C(=O)Nc1ccccc1OC(F)(F)C(F)F | -1.2% | -2.3% | -9% | 1.5 | -8% | ? | i | 44 | 3% | ?
COc1ccc(-c2cc3nc(C)cc(C)n3n2)cc1 | 2.8% | 2.3% | 4% | 1.1 | 7% | 0.4% | i | 7 | 8% | 3%
Cc1ccc(C)c(-n2c(CNC(=O)c3ccco3)nnc2SCC(=O)Nc2nccs2)c1 | 2.3% | 5.5% | 5% | 1.1 | 0% | · | i | 49 | -1% | 3%
O=C(NCC1(N2CCOCC2)CCCCC1)c1ccc(Cl)c(S(=O)(=O)NCc2ccco2)c1 | -1.2% | 0.2% | 3% | 1.1 | 4% | 0.8% | i | 11 | -4% | -1%
CCOC(=O)c1sc(=NC(=O)c2ccc(Br)cc2)n(C)c1C | 0.9% | 0.3% | · | · | · | 0.2% | i | 47 | · | ·
CCCn1c(N)c(NCCN2CCOCC2)c(=O)[nH]c1=O | 1.3% | 2.0% | 0% | 1.1 | 3% | -0.3% | i | 39 | 5% | -7%
COc1ccc(-c2cc(C(=O)Nc3ccccc3F)on2)cc1 | 1.6% | -0.2% | -5% | 1.1 | -3% | 0.0% | i | 24 | 4% | -2%
Cc1cc(=O)[nH]c(N/N=C/c2ccc(OC(=O)c3ccco3)cc2)n1 | 0.2% | 0.1% | 0% | 1 | -7% | 1.1% | i | 50 | 3% | 4%
CCOc1ccc(/C(O)=C2/C(=O)C(=O)N(c3nc(C)c(C)s3)C2c2ccco2)cc1 (stereo not drawn) | 2.2% | -0.7% | -2% | 1.1 | 17% | 0.2% | i | 6 | 29% | 16%
CCOC(=O)C1=C(C)N(C)C(=S)NC1c1ccccc1 (stereo not drawn) | 4.0% | 0.1% | 21% | 1.2 | 10% | -0.7% | i | 4 | 0% | 8%
COc1ccccc1C(=O)C1CCCN(C(=O)c2ccco2)C1 (stereo not drawn) | 1.7% | 0.3% | · | · | · | -0.3% | i | 67 | · | ·
CCOC(=O)C1(Cc2ccc(Cl)cc2)CCN(C2CCC2)CC1 | -0.4% | 0.3% | · | · | · | -0.1% | i | 62 | · | ·
CCCCCc1cc(=O)oc2c(C(CCN3CCCC3)c3cc(OC)c(OC)c(OC)c3)c(OC)cc(OC)c12 (stereo not drawn) | -3.7% | 3.2% | · | · | · | -1.7% | i | 30 | 30% | 15%
Cc1ccc(CNc2ccc(N3C(=O)CCCC3=O)cc2[N+](=O)[O-])cc1 | -0.2% | 3.4% | -2% | 1 | -4% | -0.6% | i | 47 | 39% | 3%
CCOC(=O)C1=C(C)N(c2ccccc2)C(=O)C1 | -0.5% | -2.8% | -1% | 1.1 | -8% | 0.1% | i | 46 | 16% | 7%
c1cncc(-c2nc(-c3ccc4c(c3)OCO4)cs2)c1 | 7.2% | 2.7%[50 µM] | 2% | 1.1 | 0% | 0.1% | i | 50 | -3% | -4%
CCOC(=O)c1cc(-c2ccc(C)cc2)n(CCC(=O)NCCCOC)c1C | 2.3% | 0.1% | 4% | 1 | 2% | -0.6% | i | 68 | 16% | -2%
CCOc1ccc(-n2nc3c(Cl)nnc(C)c3c2C)cc1 | 1.3% | 0.0% | 1% | 1 | 2% | 0.0% | i | 0 | 14% | 5%
Cn1cc(SCC(=O)NCCc2ccccc2)c2ccccc21 | 1.0% | 0.0% | 5% | 1.1 | 4% | -0.3% | i | 27 | 3% | 13%
CCOC(=O)C(C)N1C(=O)S/C(=C/c2ccc3c(c2)n(C)c(=O)n3C)C1=O (stereo not drawn) | 7.6% | 0.2% | 12% | 1.1 | 10% | -0.9% | i | 16 | 11% | 5%
Nc1nc(CN2CCN(c3cccc(Cl)c3)CC2)nc(N2CCCc3ccccc32)n1 | 2.2% | -0.2%[50 µM] | 12% | 1 | -8% | -0.1% | i | 39 | 6% | 5%
N#Cc1cc(-c2ccccc2)nc(NN)n1 | 1.3% | 4.3% | · | · | · | 0.6% | i | 45 | 7% | -8%
COC(=O)/C=C1\N/C(=N\c2nc(C)cc(C)n2)N(c2ccccc2)C1=O | 1.7% | · | · | · | · | -0.3% | i | 25 | 5% | 2%
O=C(c1cc(-c2ccccc2)on1)N1CCN(Cc2ccc3c(c2)OCO3)CC1 | 5.6% | 0.3% | 5% | 1.1 | 1% | -0.9% | i | 10 | -7% | 3%
CC(=O)c1ccc(NC(=O)CCCN2C(=O)C(c3ccccc3)Oc3cccnc32)cc1 (stereo not drawn) | 2.1% | -0.1% | · | · | · | 0.4% | i | 13 | · | ·
CC(C)COC(=O)/C(C#N)=C/c1c[nH]c2ccccc12 | 0.6% | 1.9%[50 µM] | 17% | 0.9 | 13% | -0.3% | i | 37 | -3% | 14%
Cc1ccccc1Oc1ccc(Oc2ccccc2C)nn1 | 0.2% | 0.5%[50 µM] | -5% | 1 | -7% | 0.4% | i | 33 | -11% | 3%
CN(C(=O)CSc1nnc(N)s1)c1c(N)n(Cc2ccccc2)c(=O)[nH]c1=O | 2.5% | 0.5% | 3% | 1.1 | -5% | -0.1% | i | 48 | -3% | -5%
c1ccc2[nH]c(NCCN3CCOCC3)nc2c1 | 0.0% | -0.2% | 6% | 1.1 | 4% | -0.1% | i | 47 | -9% | 2%
COC(=O)Cc1csc(N)n1 | 0.8%&-0.4% | -1.9%&0.5% | -1%&17% | 1.1&1.1 | -15%&8% | 0.1%&0.1% | i | 52&28 | 1%&3% | 5%&7%

Retrieved by structure from the entries so far, five records:
SMILES | RSV antiviral HEp-2 | UTI89 phage lysis | human PMI inhibition | TNAP activators | PMI inhibition | West Nile virus CPE | T cell HTS | T cell HTS vesicle-bound % | P. falciparum M17LAP | M1AAP inhibition
CC(=O)c1ccc(NC(=O)CCCN2C(=O)C(c3ccccc3)Oc3cccnc32)cc1 (stereo not drawn) | 2.1% | -0.1% | · | · | · | 0.4% | i | 13 | · | ·
CCOC(=O)c1cc(-c2ccc(C)cc2)n(CCC(=O)NCCCOC)c1C | 2.3% | 0.1% | 4% | 1 | 2% | -0.6% | i | 68 | 16% | -2%
CCOC(=O)C(C)N1C(=O)S/C(=C/c2ccc3c(c2)n(C)c(=O)n3C)C1=O (stereo not drawn) | 7.6% | 0.2% | 12% | 1.1 | 10% | -0.9% | i | 16 | 11% | 5%
CC(C)COC(=O)/C(C#N)=C/c1c[nH]c2ccccc12 | 0.6% | 1.9%[50 µM] | 17% | 0.9 | 13% | -0.3% | i | 37 | -3% | 14%
N#Cc1cc(-c2ccccc2)nc(NN)n1 | 1.3% | 4.3% | · | · | · | 0.6% | i | 45 | 7% | -8%

The results go on.
SMILES | RSV antiviral HEp-2 | UTI89 phage lysis | human PMI inhibition | TNAP activators | PMI inhibition | West Nile virus CPE | T cell HTS | T cell HTS vesicle-bound % | P. falciparum M17LAP | M1AAP inhibition
CCCCNC(=O)COC(=O)c1c2c(nc3ccccc13)CCC2 | 3.6% | 1.9% | · | · | · | -0.4% | i | 35 | · | ·
COC(=O)c1ccccc1S(=O)(=O)N1CCC(NC(=O)c2ccccc2)CC1 | 1.0% | 0.3% | · | · | · | 0.0% | i | 47 | · | ·
CC(O)CNc1nc2sc3c(c2c(=O)n1CCc1ccccc1)CCCCC3 (stereo not drawn) | 9.5% | -0.4% | 21% | 1 | 20% | -0.9% | i | 20 | 7% | 3%
CC(CCc1ccccc1)NC(=O)C1CCN(S(=O)(=O)c2cnc[nH]2)CC1 (stereo not drawn) | 1.3% | -0.4% | 3% | 1.1 | 8% | 0.5% | i | 60 | -1% | 1%
Cc1ccc(CN2CCN(Cc3cnn(-c4ccc(F)cc4)c3)CC2CCO)o1 (stereo not drawn) | 0.5% | 0.0% | · | 1.1 | · | 0.6% | i | 56 | 4% | 2%
COC(=O)c1[nH]c2c(c1C)C(=O)CCC2 | -1.3% | 0.5% | -18% | 1 | -17% | 0.4% | i | 12 | 6% | 12%
O=C(NCc1ccccc1)c1ccc(NC(=O)c2ccccc2F)cc1 | 1.6% | 0.2% | · | · | · | 0.1% | i | 68 | · | ·
COc1cccc(N2CCN(S(=O)(=O)c3ccc4c(c3)NC(=O)C(C)C(=O)N4)CC2)c1 (stereo not drawn) | 3.2% | -0.1% | · | · | · | -0.1% | i | 16 | · | ·
CC1CCN(Cc2csc(N)n2)CC1 | 1.3% | 1.0% | -2% | 1.1 | -5% | 0.3% | i | 38 | -6% | 0%
O=C(CCNS(=O)(=O)c1ccc(Cl)cc1)N1CCCC1 | 0.1% | 0.3%[50 µM] | · | · | · | 0.1% | i | 6 | · | ·
O=C1c2oc3ccc(F)cc3c(=O)c2C(c2cccc(O)c2)N1CCCN1CCOCC1 (stereo not drawn) | 1.5% | 4.8% | 0% | 1 | 7% | 0.1% | i | 22 | -6% | -3%
C=CCc1ccc(OCCOCCNCCCC)c(OC)c1 | -2.8% | 0.1% | 6% | 1.1 | 1% | -0.7% | i | 34 | 0% | -2%
O=C(COC(=O)c1ccco1)c1ccc2ccccc2c1 | 5.0% | 6.5% | 16% | 1.1 | 8% | -0.1% | i | 27 | -11% | 0%
Cc1noc(NS(=O)(=O)c2ccc(N3Cc4ccccc4C3=O)cc2)c1C | 1.1% | -0.1% | 3% | 1.1 | 6% | 0.5% | i | 15 | 17% | 1%
Cc1ccc(CN2CCN(Cc3ccc(-n4cccn4)cc3C)CC2CCO)cc1 (stereo not drawn) | 20% | -1.9% | 8% | 1.1 | 0% | -1.0% | i | 31 | -12% | 0%
